hcDAF-12 act: H. contortus DAF-12 nuclear receptor activators, primary screen, cell-based, luminescence, HEK293, lit1-tk-luc reporter; AID 652067, 2013; HEK293 hcDAF-12 lit1-tk-luc reporter; 0% DMSO, 100% Δ7-dafachronic acid; activation, % at 6.8 µM; 370,000 tested, 1.4% active;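 active = activation above the mean of all tested compounds plus 3 SD, cut at about 5.5% in these data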;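 also: 100% = response to 3 µM Δ7-dafachronic acid high control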
DAX1 inh-1: DAX1 (NR0B1) inhibitors on StAR promoter, primary screen, cell-based, luminescence, SF-1 (NR5A1), full-length DAX-1 | HEK293T StAR-luciferase reporter, SF-1/DAX-1 repression relief | inhibition, % at 6.8 µM | 370,000 tested, 1.1% active | AID 652010, 2013;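 active = inhibition above the mean over all tested compounds plus 3 SD, cut at about 3.6% in these data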;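 also: 0% = DAX-1 cells with DMSO and 100% = cells lacking DAX-1 with DMSO; higher inhibition means more luminescence from relief of DAX-1 repression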
DAX1 inh-2: DAX1 (NR0B1) inhibitors, primary screen, cell-based, HEK293, Gal4-DAX1, luciferase luminescence; Nuclear receptor subfamily 0 group B member 1 (Homo sapiens), P51843; HEK293 Gal4-DAX1 luciferase reporter; inhibition, % at 6.75 µM; 340,000 tested, 0.99% active; AID 504766, 2011;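 active = inhibition above the mean over all tested compounds plus 3 SD, cut at about 4.2% in these data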;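 also: 0% = DAX1-transfected cells with DMSO and 100% = empty-vector control cells with DMSO; inhibition shows as a rise in luminescence from relieved DAX1 repression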
Target sequence (P51843 207-470 limits assumed): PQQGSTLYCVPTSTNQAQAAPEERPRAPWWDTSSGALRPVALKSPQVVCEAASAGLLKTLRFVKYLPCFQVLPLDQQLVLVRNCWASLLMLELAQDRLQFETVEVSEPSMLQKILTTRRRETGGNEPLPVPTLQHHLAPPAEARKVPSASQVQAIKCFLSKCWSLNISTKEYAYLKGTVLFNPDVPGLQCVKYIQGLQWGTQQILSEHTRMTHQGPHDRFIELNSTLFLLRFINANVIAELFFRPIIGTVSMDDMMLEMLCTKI
ssDAF-12 act: S. stercoralis DAF-12 nuclear receptor activators, primary screen, cell-based, luminescence, HEK293, GRIP1 co-expression, lit1-tk-luc. Nuclear hormone receptor DAF-12 (Strongyloides stercoralis). HEK293 ssDAF-12/GRIP1 lit1-tk-luc reporter; % of 3 µM dafachronic acid response. 370,000 tested, 1% active. activation, % at 6.8 µM;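 active = activation above the mean over all tested compounds plus 3 SD, cut at about 0.9% in these data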;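 also: 0% = DMSO-only wells and 100% = 3 µM delta7-dafachronic acid wells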
FXN GAA850 act: FXN promoter activators, primary screen, cell-based, luciferase luminescence, HEK293 lucGAA850 | HEK293 lucGAA850 FXN promoter luciferase reporter, 24 h; percent of 10 µM SAHA response | activation, % at 6 µM | 360,000 tested, 0.56% active | AID 540364, 2011;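 active = activation above the average of all compounds screened plus 3 SD, cutoff fixed separately per campaign, cut at about 7.5% in these data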;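 also: 0% = DMSO wells and 100% = 10 µM SAHA wells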
GC-A act: GC-A stimulated cGMP production enhancers – HEK293 GC-A cells, cGMP TR-FRET, EC30 ANP, primary screen; Atrial natriuretic peptide receptor 1 (Homo sapiens), P16066; 0% at EC30 ANP, 100% saturating ANP; activation, % at 10 µM; 370,000 tested, 0.14% active; in the data active = activation above about 40%
hgDAF-12 ag: H. glycines DAF-12 receptor agonists, primary screen, cell-based, luminescence, HEK293, GAL4 fusion, UAS-luciferase. Nuclear hormone receptor DAF-12 (Heterodera glycines), GAL4 fusion. HEK293 GAL4-hgDAF12 UAS-luciferase reporter, agonist luminescence; normalized to butyrate control. activation, % at 6.8 µM. 370,000 tested, 1.8% active. AID 687014, 2013;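 active = activation above a cutoff set at the mean of all screened compounds plus 3 SD, cut at about 10% in these data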;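 also: 0% = DMSO wells and 100% = sodium butyrate wells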
sPLA2-III inh: human group III sPLA2 inhibitors, primary screen, biochemical, QFRET, BODIPY PC-A2 liposome substrate | Group 3 secretory phospholipase A2 (Homo sapiens), Q9NZ20 | QFRET BODIPY PC-A2 liposome hydrolysis, fluorescence | inhibition, % at 12.2 µM | 370,000 tested, 0.56% active;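 active = inhibition above mean plus 3 SD of compounds lying within the high and low control bounds, cut at about 19% in these data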;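 also: 0% = median of test compound wells and 100% = no enzyme DMSO wells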
Target sequence (Q9NZ20 whole entry, looked up): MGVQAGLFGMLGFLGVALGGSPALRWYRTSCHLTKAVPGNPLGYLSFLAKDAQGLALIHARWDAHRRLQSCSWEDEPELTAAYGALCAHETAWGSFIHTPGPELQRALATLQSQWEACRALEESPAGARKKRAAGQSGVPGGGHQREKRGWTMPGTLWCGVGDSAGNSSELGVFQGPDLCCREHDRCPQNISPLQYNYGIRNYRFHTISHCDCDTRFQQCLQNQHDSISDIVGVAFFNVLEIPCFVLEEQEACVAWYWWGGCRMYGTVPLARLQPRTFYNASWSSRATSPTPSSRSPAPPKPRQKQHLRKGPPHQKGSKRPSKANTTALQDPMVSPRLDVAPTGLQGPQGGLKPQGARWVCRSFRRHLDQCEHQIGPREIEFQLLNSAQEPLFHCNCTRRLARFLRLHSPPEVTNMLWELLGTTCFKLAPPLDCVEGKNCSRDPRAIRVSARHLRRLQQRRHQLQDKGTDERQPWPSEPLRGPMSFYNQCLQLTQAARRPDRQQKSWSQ
GC-B act: human GC-B receptor activators, primary screen, HEK293 GC-B cells, cGMP TR-FRET, EC30 CNP | Atrial natriuretic peptide receptor 2 (Homo sapiens), P20594 | 0% at EC30 CNP, 100% saturating CNP | activation, % at 10 µM | 370,000 tested, 0.11% active;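 active = activation at 10 µM reaching about 35% in either raw or pattern-adjusted values, limit read from the data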
SMARCA2 act: SMARCA2 (BRM) function activators, primary screen, cell-based, luminescence, high throughput. 370,000 tested, 1% active. MG213 cells, MMTV-luciferase reporter, dexamethasone, overnight. AID 652017, 2013. activation, % at 9.1 µM; in the data active = activation above about 7.8%;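 also: 0% = vehicle wells and 100% = reference activator wells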
ADAM10 inh: human ADAM10 inhibitors, primary screen, biochemical, QFRET, HTS; Disintegrin and metalloproteinase domain-containing protein 10 (Homo sapiens), O14672; recombinant ADAM10, EDANS/DABCYL FRET peptide cleavage, 3 h; inhibition, % at 7 µM; 370,000 tested, 0.62% active; AID 720582, 2013;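 active = inhibition above a per-campaign cutoff equal to the mean of compounds falling between control-based bounds plus 3 SD, cut at about 20% in these data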;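 also: 0% = DMSO wells while the 100% control is not disclosed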
Active calls of the source: *. No enrichment for hits. About 6.6% of those tested had a hit in this group.

O=C(c1ccccc1F)N1CCN(S(=O)(=O)c2ccc3ccccc3c2)CC1 was read as hcDAF-12 act -0.6, DAX1 inh-1 -0.7, DAX1 inh-2 0.8, ssDAF-12 act -1.9, FXN GAA850 act -0.3, GC-A act -25, hgDAF-12 ag -1.5, sPLA2-III inh -10, GC-B act -6, SMARCA2 act -1 and ADAM10 inh 7.
CC1=NN(S(=O)(=O)c2ccc(C)cc2)C(=O)c2ccccc2O1 was read as hcDAF-12 act -2.9, DAX1 inh-1 -0.6, DAX1 inh-2 -0.2, ssDAF-12 act -1.3, FXN GAA850 act -0.8, GC-A act 4, hgDAF-12 ag -1.5, sPLA2-III inh 3, GC-B act 3, SMARCA2 act -3 and ADAM10 inh 9.
`Cc1ccc2c(c1)N(CCCC(=O)Nc1cccc(C(F)(F)F)c1)C(=O)CO2` gave hcDAF-12 act -2.1, DAX1 inh-1 -2.1, DAX1 inh-2 -0.1, ssDAF-12 act -1.4, FXN GAA850 act 3.0, GC-A act 0, hgDAF-12 ag -0.8, sPLA2-III inh -1, GC-B act -7, SMARCA2 act -1 and ADAM10 inh 11.
Screening CCOc1ncccc1C(=O)OCC(=O)c1c[nH]c2ccccc12 returned hcDAF-12 act 4.7, DAX1 inh-1 -0.8, DAX1 inh-2 -0.2, ssDAF-12 act -0.3, FXN GAA850 act 2.2, GC-A act 1, hgDAF-12 ag 0.0, sPLA2-III inh -3, GC-B act -1, SMARCA2 act 1 and ADAM10 inh 5.
Screening CCOc1ccc(NC(=O)Nc2ccccc2C(N)=O)cc1 returned hcDAF-12 act 0.0, DAX1 inh-1 -0.2, DAX1 inh-2 0.9, ssDAF-12 act -0.5, FXN GAA850 act 1.2, GC-A act 6, hgDAF-12 ag -0.6, sPLA2-III inh -2, GC-B act -3, SMARCA2 act 0 and ADAM10 inh -4.
`O=C(C1CCCCC1)N1CCC2CC1c1cc(Cl)ccc12` (configuration not stated) gave hcDAF-12 act -0.9, DAX1 inh-1 -0.7, DAX1 inh-2 -0.4, ssDAF-12 act -0.9, FXN GAA850 act 0.4, GC-A act 3, hgDAF-12 ag 2.4, sPLA2-III inh 3, GC-B act -3, SMARCA2 act -3 and ADAM10 inh -7.
For O=C(COc1ccccc1F)Nc1nnc(-c2ccncc2)s1 the results were hcDAF-12 act -1.3, DAX1 inh-1 1.1, DAX1 inh-2 -0.4, ssDAF-12 act -1.5, FXN GAA850 act 0.5, GC-A act 4, hgDAF-12 ag -0.2, sPLA2-III inh 2, GC-B act 1, SMARCA2 act -2 and ADAM10 inh -97.
Screening CCOC(=O)N1CCc2c(sc(NC(=O)C3=COCCO3)c2C(N)=O)C1 returned hcDAF-12 act -0.9, DAX1 inh-1 -0.4, DAX1 inh-2 0.2, ssDAF-12 act -1.5, FXN GAA850 act 0.5, GC-A act 1, hgDAF-12 ag -2.1, sPLA2-III inh -6, GC-B act -6, SMARCA2 act -1 and ADAM10 inh -8.
COc1ccc(C(=O)OCC(=O)NC(C)CCc2ccccc2)cc1OC (configuration not stated) was read as hcDAF-12 act 0.6, DAX1 inh-1 -0.3, DAX1 inh-2 1.5, ssDAF-12 act -1.3, FXN GAA850 act -1.0, GC-A act -5, hgDAF-12 ag -0.2, sPLA2-III inh 1, GC-B act -4, SMARCA2 act 0 and ADAM10 inh 5.
`Cc1ccc(N2C(=O)CC(Sc3nccc(C)n3)C2=O)cc1` (configuration not stated) gave hcDAF-12 act -1.6, DAX1 inh-1 -0.2, DAX1 inh-2 0.2, ssDAF-12 act -0.9, FXN GAA850 act 0.0, GC-A act 1, hgDAF-12 ag 0.1, sPLA2-III inh -5, GC-B act 1, SMARCA2 act -1 and ADAM10 inh -9.
`Cc1c(NC(=O)Cn2ccc([N+](=O)[O-])n2)c(=O)n(-c2ccccc2)n1C` gave hcDAF-12 act -1.0, DAX1 inh-1 0.4, DAX1 inh-2 1.6, ssDAF-12 act -0.7, FXN GAA850 act 3.5, GC-A act 2, hgDAF-12 ag 2.1, sPLA2-III inh -3, GC-B act -1, SMARCA2 act 2 and ADAM10 inh 0.
Screening Cc1ccc(CC2SC(=Nc3ccccc3)N(c3ccccc3)C2=O)cc1 (configuration not stated) returned hcDAF-12 act -2.4, DAX1 inh-1 -0.3, DAX1 inh-2 -0.5, ssDAF-12 act -1.9, FXN GAA850 act 1.2, GC-A act -6, hgDAF-12 ag 1.0, sPLA2-III inh -26, GC-B act -11, SMARCA2 act -4 and ADAM10 inh 3.
CC(C)(C)C(=O)N1CCN(c2nc3ccc(Br)cc3s2)CC1 was read as hcDAF-12 act -1.8, DAX1 inh-1 -0.5, DAX1 inh-2 0.0, ssDAF-12 act -1.1, FXN GAA850 act 0.3, GC-A act 19, hgDAF-12 ag 6.7, sPLA2-III inh 5, GC-B act 2, SMARCA2 act 0 and ADAM10 inh 0.
Screening CCCCCN(C(=O)Cc1c(C)n(CCCCC)c2ccccc12)c1ccc(Oc2cccnc2)c(C)c1 returned hcDAF-12 act 3.5, DAX1 inh-1 1.1, ssDAF-12 act 0.8, GC-A act -3, hgDAF-12 ag 4.6, sPLA2-III inh -1, GC-B act -5, SMARCA2 act 3 and ADAM10 inh -7.
`CC(/C=N/n1c(-c2ccc(C)cc2)n[nH]c1=S)=C\c1ccco1` gave hcDAF-12 act -1.1, DAX1 inh-1 -0.5, DAX1 inh-2 0.2, ssDAF-12 act -1.2, FXN GAA850 act 0.8, GC-A act 1, hgDAF-12 ag -1.4, sPLA2-III inh 6, GC-B act 0, SMARCA2 act -2 and ADAM10 inh 6.
Screening CC(CN1CCCCC1)OC(=O)c1cccc(F)c1 (configuration not stated) returned hcDAF-12 act 0.7, DAX1 inh-1 -0.3, DAX1 inh-2 0.8, ssDAF-12 act -1.1, FXN GAA850 act 1.4, GC-A act 5, hgDAF-12 ag 1.9, sPLA2-III inh -4, GC-B act 1, SMARCA2 act 0 and ADAM10 inh 2.
For O=C1CC(N(Cc2ccco2)C(=O)Nc2ccc(F)cc2)C(=O)N1c1ccc(F)cc1 (configuration not stated) the results were hcDAF-12 act -0.2, DAX1 inh-1 -0.3, DAX1 inh-2 -1.4, ssDAF-12 act -0.9, FXN GAA850 act -2.5, GC-A act -3, hgDAF-12 ag -1.6, sPLA2-III inh -9, GC-B act 0, SMARCA2 act -2 and ADAM10 inh -2.
`COc1ccc(C(CNC(=O)Cc2ccc(-c3ccccc3)cc2)N(C)C)cc1` (configuration not stated) gave hcDAF-12 act -1.8, DAX1 inh-1 -0.1, DAX1 inh-2 -0.3, ssDAF-12 act -0.8, FXN GAA850 act 2.2, GC-A act 3, hgDAF-12 ag -0.2, sPLA2-III inh -7, GC-B act -3, SMARCA2 act 1 and ADAM10 inh -6.
COc1ccc(Cl)cc1NC(=O)c1nnn(CC(=O)Nc2ccc(OC)c(OC)c2)c1N was read as hcDAF-12 act -2.0, DAX1 inh-1 0.2, DAX1 inh-2 0.4, ssDAF-12 act -1.5, FXN GAA850 act 0.2, GC-A act 3, hgDAF-12 ag 1.7, sPLA2-III inh -1, GC-B act -5, SMARCA2 act -1 and ADAM10 inh 1.
COc1ccc(CC(=O)Nc2cccc(-c3nnc(-c4ccccc4)o3)c2)cc1OC was read as hcDAF-12 act -4.7, DAX1 inh-1 -4.9, DAX1 inh-2 -2.1, ssDAF-12 act -2.7, FXN GAA850 act -20, GC-A act 1, hgDAF-12 ag -2.6, sPLA2-III inh 3, GC-B act -2, SMARCA2 act -5 and ADAM10 inh 1.
CCOc1cc2c(cc1OC)C(NC(=O)c1ccco1)CC2=O (configuration not stated) was read as hcDAF-12 act -1.9, DAX1 inh-1 -0.2, DAX1 inh-2 0.3, ssDAF-12 act -0.9, FXN GAA850 act 2.1, GC-A act 0, hgDAF-12 ag -1.8, sPLA2-III inh 5, GC-B act 0, SMARCA2 act -2 and ADAM10 inh -10.
For COCc1cccc(N2C(=O)CC(C3C=C(C)C4C(=O)N(c5cccc(COC)c5)C(=O)C4C3)C2=O)c1 (configuration not stated) the results were hcDAF-12 act -2.7, DAX1 inh-1 -0.1, DAX1 inh-2 -0.6, ssDAF-12 act -1.3, FXN GAA850 act 1.1, GC-A act -2, hgDAF-12 ag -2.1, sPLA2-III inh -9, GC-B act -3, SMARCA2 act -1 and ADAM10 inh 10.
For O=C(O)CCC(=O)c1ccc(C2CCCCCC2)cc1 the results were hcDAF-12 act -0.4, DAX1 inh-1 2.0, ssDAF-12 act -1.3, GC-A act 6, hgDAF-12 ag 1.6, sPLA2-III inh 7, GC-B act 1, SMARCA2 act -5 and ADAM10 inh -2.
Screening Cc1ccc2nc(NC3=NC4(CCCC4)C4=C(CCCC4=O)N3)oc2c1 returned hcDAF-12 act 1.6, DAX1 inh-1 -1.1, ssDAF-12 act -0.8, FXN GAA850 act -0.5, GC-A act 11, hgDAF-12 ag 0.1, sPLA2-III inh 3, GC-B act -4, SMARCA2 act 3 and ADAM10 inh -1.
For Cc1ccc(S(=O)(=O)NC(N)=NCCc2ccccc2)cc1C the results were hcDAF-12 act -0.9, DAX1 inh-1 -0.4, DAX1 inh-2 -0.2, ssDAF-12 act -1.2, FXN GAA850 act 2.0, GC-A act 2, hgDAF-12 ag -0.4, sPLA2-III inh -20, GC-B act -2, SMARCA2 act -2 and ADAM10 inh 6.

Fetched by structure from the entries so far, two records:
For Cc1ccc(S(=O)(=O)NC(N)=NCCc2ccccc2)cc1C the results were hcDAF-12 act -0.9, DAX1 inh-1 -0.4, DAX1 inh-2 -0.2, ssDAF-12 act -1.2, FXN GAA850 act 2.0, GC-A act 2, hgDAF-12 ag -0.4, sPLA2-III inh -20, GC-B act -2, SMARCA2 act -2 and ADAM10 inh 6.
Screening CC(CN1CCCCC1)OC(=O)c1cccc(F)c1 (configuration not stated) returned hcDAF-12 act 0.7, DAX1 inh-1 -0.3, DAX1 inh-2 0.8, ssDAF-12 act -1.1, FXN GAA850 act 1.4, GC-A act 5, hgDAF-12 ag 1.9, sPLA2-III inh -4, GC-B act 1, SMARCA2 act 0 and ADAM10 inh 2.
